ZTA DNA inh: blocks Epstein-Barr virus ZTA, an EBNA-1 counter-screen; hit rate 0.15% among 320,000; inhibition, % at 11 µM; P03206; ZTA-DNA binding, fluorescence polarization; in the data active = inhibition above about 33%
Target sequence (P03206 whole entry, looked up): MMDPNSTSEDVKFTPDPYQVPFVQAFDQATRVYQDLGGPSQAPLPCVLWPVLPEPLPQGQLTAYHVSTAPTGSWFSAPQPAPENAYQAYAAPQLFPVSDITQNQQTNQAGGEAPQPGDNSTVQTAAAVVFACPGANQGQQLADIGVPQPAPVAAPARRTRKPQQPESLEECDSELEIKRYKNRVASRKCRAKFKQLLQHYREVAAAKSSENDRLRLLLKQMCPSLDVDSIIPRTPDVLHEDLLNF
Efflux pump mplx: inhibitors of Candida efflux pumps in yeast, primary screen, S. cerevisiae, Nile Red, multiplex; hit rate 0.44% among 330,000; S. cerevisiae Candida pump triplex; inhibition, % at 10 µM;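 active = plate passing quality check with inhibition over a set limit, or well fluorescence over plate mean plus 4 SD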;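 note: Nile Red retained in pooled yeast measured as flow cytometry median fluorescence; 0% = buffer negative control and 100% = Enniatin B positive control; higher means more Nile Red kept so more efflux inhibition; some compounds called inactive have numbers as strong as hits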
EBNA-1 inh: EBNA-1 DNA-binding inhibitors, primary screen, biochemical, fluorescence polarization; inhibition, % at 14.8 µM; hit rate 0.34% among 300,000; AID 1950, 2009; in the data active = inhibition above about 28%
PP5 primary: PP5 phosphatase inhibitors, primary screen, biochemical, fluorescence; Serine/threonine-protein phosphatase 5 (Homo sapiens), P53041; purified PP5c, OMFP substrate fluorescence; inhibition, % at 6.7 µM; hit rate 0.18% among 320,000; AID 1987, 2009;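 active = inhibition above the campaign's mean inhibition across all tested compounds plus 3 SD, cut at about 9.5% in these data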;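 note: 0% = DMSO only and 100% = 100 µM cantharidin control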
Target sequence (P53041 whole entry, looked up): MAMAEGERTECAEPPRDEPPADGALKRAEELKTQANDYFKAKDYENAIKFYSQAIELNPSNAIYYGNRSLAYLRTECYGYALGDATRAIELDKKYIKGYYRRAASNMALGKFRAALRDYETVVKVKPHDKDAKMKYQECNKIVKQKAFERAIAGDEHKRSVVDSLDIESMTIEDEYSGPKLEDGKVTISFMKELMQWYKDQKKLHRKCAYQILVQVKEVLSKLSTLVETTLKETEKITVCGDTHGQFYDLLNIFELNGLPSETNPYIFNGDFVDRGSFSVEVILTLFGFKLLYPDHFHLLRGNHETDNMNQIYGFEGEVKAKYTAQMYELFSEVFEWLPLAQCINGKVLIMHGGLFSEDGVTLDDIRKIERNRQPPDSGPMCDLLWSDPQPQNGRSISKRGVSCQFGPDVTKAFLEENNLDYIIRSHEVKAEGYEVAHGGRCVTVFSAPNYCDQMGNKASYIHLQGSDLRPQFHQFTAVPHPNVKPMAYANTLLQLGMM
TPT1 inh: Candida albicans TPT1 enzyme inhibitors, primary screen, biochemical, fluorescence polarization; tRNA 2'-phosphotransferase TPT1 (Candida albicans SC5314); recombinant caTPT1, FP RNA substrate dephosphorylation; inhibition, % at 5 µM; hit rate 0.81% among 300,000;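 active = inhibition above the mean of all tested compounds plus 3 SD, set per screening campaign, cut at about 24% in these data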;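 note: plate controls were DMSO alone for no effect and ferristatin control at 100 nM for full effect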
PREPL inhibitor: PREPL enzyme inhibitors, primary screen, biochemical, fluorescence polarization | Prolyl endopeptidase-like (Homo sapiens), Q4J6C6 | recombinant PREPL, fluorescence polarization activity-based probe | inhibition, % at 5.96 µM | hit rate 0.68% among 320,000 | AID 2751, 2010; in the data active = inhibition above about 43%;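 note: 0% = enzyme with DMSO and 100% = wells lacking enzyme; many of its hits are not listed in these tables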
HCV core dimer: inhibitors of HCV core protein dimerization, primary screen, biochemical, TR-FRET, high-throughput; TR-FRET GST/Flag-core106 dimerization, 1536-well; inhibition, % at 5 µM; hit rate 0.33% among 300,000;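 active = inhibition above the mean of all tested compounds plus 3 SD, set per screening campaign, cut at about 45% in these data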
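assay system = GST-tagged and Flag-tagged HCV core protein residues 1-106 | controls = unlabelled core106 and no-GST-core106 wells | incubation = compound-protein-antibody incubation 4 h at 22.5 °C | probe or stimulus = Eu donor and XL665 acceptor anti-tag antibodies | read-out = % inhibition based on acceptor/donor emission ratio | signal = TR-FRET 671 and 617 nm emission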
PP1 counter: PP1-alpha phosphatase inhibitors, primary screen, counter-screen for PP5 inhibitor project, biochemical, fluorescence, OMFP substrate, single point. Serine/threonine-protein phosphatase PP1-alpha catalytic subunit (Homo sapiens), P62136. purified PP1alpha. inhibition, % at 6.7 µM. hit rate 0.9% among 320,000;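 active = inhibition above the mean inhibition of all tested compounds plus 3 SD, computed separately for each screening campaign, cut at about 15% in these data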
Target sequence (P62136 whole entry, looked up): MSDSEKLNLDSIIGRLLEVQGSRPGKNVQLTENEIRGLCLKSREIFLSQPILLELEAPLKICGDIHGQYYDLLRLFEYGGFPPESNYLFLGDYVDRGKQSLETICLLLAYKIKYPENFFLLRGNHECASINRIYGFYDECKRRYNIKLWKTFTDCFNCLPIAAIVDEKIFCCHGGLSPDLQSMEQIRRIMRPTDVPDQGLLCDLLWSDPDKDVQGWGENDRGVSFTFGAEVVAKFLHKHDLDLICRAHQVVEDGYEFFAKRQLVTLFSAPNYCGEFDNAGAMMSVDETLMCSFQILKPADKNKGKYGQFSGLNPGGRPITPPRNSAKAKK
CTSL1 counter: Fasciola hepatica cathepsin L1 inhibitors, primary screen, counter-screen for PFM18AAP inhibitor project, biochemical, QFRET, fluorogenic peptide substrate; recombinant F. hepatica cathepsin L1, Z-Leu-Arg-MCA fluorescence; inhibition, % at 5.96 µM; hit rate 0.49% among 300,000;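 active = inhibition above the mean of all tested compounds plus 3 SD, set per screening campaign, cut at about 17% in these data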;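 note: 0% = plate median of test compound wells and 100% = 1 µM Z-Phe-Ala-diazomethylketone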
Starred values were filed as active, the others as inactive; . = no result given. An excerpt (hit frequency here may not be typical).

SMILES	ZTA DNA inh	Efflux pump mplx	EBNA-1 inh	PP5 primary	TPT1 inh	PREPL inhibitor	HCV core dimer	PP1 counter	CTSL1 counter
CCc1ccc(N2CC(C(=O)N/N=C/c3cccc([N+](=O)[O-])c3)CC2=O)cc1 (centres undefined)	10.5	0.1	-5.3	2.4	-3.8	17.5	15.0	0.6	6.1
CCCC1(C(=O)OC)NC(c2ccco2)C2C(=O)N(c3ccc(C)cc3)C(=O)C21 (centres undefined)	-11.4	-0.2	2.2	4.4	-1.1	-4.9	-5.6	3.3	0.5
O=C(Nc1ccc(Cl)cc1)Nc1cccc2nsnc12	-13.2	0.3	-1.2	4.6	-1.7	-7.2	-1.7	2.3	1.2
O=C1CC(c2ccccc2)Cc2nc(NCc3ccco3)ncc21 (centres undefined)	22.6	-0.1	4.9	-0.2	-2.0	-0.3	5.2	-1.0	-0.7
COc1ccc(C(Nc2ccccn2)c2c(NC(=O)c3ccco3)sc(C)c2C)cc1OC (centres undefined)	0.4	0.0	-3.4	5.9	4.3	3.7	5.3	-3.1	-3.3
CCOc1cc(/C=C(\C#N)c2nc(-c3cccs3)c(NC(C)=O)s2)ccc1O	0.6	-0.1	3.4	-2.6	111.5*	-4.0	-7.3	-9.6	2.1
CCn1c(=O)c(C(=O)NCc2cccnc2)c(O)c2ccccc21	18.3	0.1	0.8	0.5	2.0	-10.9	0.0	4.1	-1.8
CC(=O)N1N=C(c2ccc3ccccc3c2)OC1(C)C	14.6	0.1	10.8	-0.4	-1.8	-21.0	4.2	-2.4	-2.1
COc1ccccc1NC(=O)NNC(=O)c1ccc(-c2ccccc2)cc1	18.3	0.0	-3.0	-1.6	0.2	30.6	16.3	-0.3	1.8
CCOCCCNC(=O)CCCn1nc(C)n2c(cc3sccc32)c1=O	-7.4	0.4	-5.2	2.9	-3.4	1.7	-8.0	-6.2	-1.1

3 entries from above, sorted by length of the SMILES, low to high:
SMILES	ZTA DNA inh	Efflux pump mplx	EBNA-1 inh	PP5 primary	TPT1 inh	PREPL inhibitor	HCV core dimer	PP1 counter	CTSL1 counter
CCn1c(=O)c(C(=O)NCc2cccnc2)c(O)c2ccccc21	18.3	0.1	0.8	0.5	2.0	-10.9	0.0	4.1	-1.8
COc1ccccc1NC(=O)NNC(=O)c1ccc(-c2ccccc2)cc1	18.3	0.0	-3.0	-1.6	0.2	30.6	16.3	-0.3	1.8
CCOc1cc(/C=C(\C#N)c2nc(-c3cccs3)c(NC(C)=O)s2)ccc1O	0.6	-0.1	3.4	-2.6	111.5*	-4.0	-7.3	-9.6	2.1

(more compounds)
SMILES	ZTA DNA inh	Efflux pump mplx	EBNA-1 inh	PP5 primary	TPT1 inh	PREPL inhibitor	HCV core dimer	PP1 counter	CTSL1 counter
COc1ccc(NC(=O)CN(c2cc(C)cc(C)c2)S(=O)(=O)c2c(C)noc2C)cc1	-10.2	0.2	4.5	4.5	-1.9	5.2	2.5	-1.4	0.7
CCc1ccc(NC(=O)CSc2nc3ccccc3c(=O)n2CCN2CCOCC2)cc1	7.6	-0.2	-1.2	1.4	-2.3	26.3	-3.9	2.8	1.8
Cc1cnc(C(=O)N2CCCC(C(=O)c3ccc(Cl)cc3C)C2)cn1 (centres undefined)	4.7	0.1	-12.2	4.8	2.1	6.3	-2.9	-1.6	-2.9
NC(=O)C1CCN(C(c2ccccc2)c2nnnn2C2CCCC2)CC1 (centres undefined)	-22.2	-0.1	-3.4	-0.2	-3.6	15.1	-2.3	-3.6	-3.0
Cc1cccc(N=Nc2c(O)[nH]c3ccc(F)cc23)c1	-16.4	-0.3	-4.5	2.3	15.0	12.1	-14.4	2.1	0.5
NC(=O)C1CC(=O)N(c2ccc(OCC(=O)Nc3cccc(C(F)(F)F)c3)cc2)C1 (centres undefined)	-23.0	0.0	-0.7	0.6	-5.5	-2.4	-7.3	-5.7	-3.2
COc1ccc(C(OC(=O)c2ccco2)C(=O)NC2CCCCC2)cc1OC (centres undefined)	9.2	0.1	-1.7	-0.6	2.7	3.4	-2.4	-4.5	-5.1
Cc1cc(C(=O)CSc2nnnn2C)c(C)n1C1CC1	6.3	0.0	3.2	3.0	3.2	19.3	3.5	1.1	-1.4
CCc1sc(C(=O)Nc2nccs2)cc1C	-0.8	-0.1	2.9	0.2	-2.8	-5.0	9.5	3.9	-0.5
Cc1cc(NC(=O)CSc2nc3ccsc3c(=O)n2Cc2ccccn2)n[nH]1	-1.1	0.1	9.6	-1.9	-0.3	6.9	0.4	1.4	-1.3
N#Cc1cc(NCC2CCCO2)c([N+](=O)[O-])cc1C#N (centres undefined)	-15.6	-0.1	1.9	1.1	1.0	12.5	-4.1	-1.7	2.8
C=CCOc1ccc(C(=O)NC2CCCCC2)cc1	7.2	-0.2	-3.2	2.1	1.2	-5.8	0.1	2.1	4.0
CCOC(=O)c1c(/N=C/c2ccccc2O)sc2c1CCC2	-13.5	-0.2	3.4	1.2	6.0	1.0	23.0	2.2	0.0
CC(NC(=S)NCCc1ccccc1)C(c1cccs1)N1CCN(Cc2ccccc2)CC1 (centres undefined)	7.1	0.2	-11.8	3.9	-0.4	8.6	-1.0	-1.4	-0.8
CC1CCCN(CC(=O)Nc2cc(S(=O)(=O)N3CCOCC3)ccc2N2CCCC2)C1 (centres undefined)	-24.3	0.0	.	5.5	.	16.0	.	1.5	.
COCCNC(=O)C(c1ccc(C)cc1)N(Cc1ccccc1)C(=O)CCC(=O)Nc1ccccn1 (centres undefined)	-10.4	-0.1	12.9	0.6	-1.8	6.2	-8.3	-0.7	-2.2
O=C(CC(=O)NC1CCCCC1)N/N=C/c1ccccc1F	-4.4	0.2	-7.1	-1.6	0.6	-1.4	-8.0	-4.8	-1.4
Cn1c(SCC(=O)N2CCN(c3ccccc3)CC2)nnc1-c1ccco1	-3.1	-0.2	10.7	1.1	0.8	3.8	-3.2	-3.4	5.2
CC1(c2nnc(-c3ccc(Cl)cc3)o2)CC(c2ccncc2)=NO1 (centres undefined)	-2.6	0.0	3.2	2.1	0.1	-10.2	-0.4	-0.6	3.0
Cn1cnnc1Sc1ccc(C(=O)OCC(=O)Nc2ccccc2)cc1[N+](=O)[O-]	-9.9	-0.3	-6.1	2.5	-1.5	11.1	-4.8	-3.4	-4.8
Cc1ccc2[nH]c(=O)c(CNC(C)C)cc2c1	2.5	0.0	-1.3	0.6	-0.3	5.2	3.4	4.5	1.9
Cc1csc(NC(=O)c2cc3c(s2)CCCC3)n1	6.1	-0.2	9.4	0.2	1.8	2.8	2.0	-1.5	5.0
Cc1cc(NC(=O)Cn2c(=O)c3c(ncn3CC(C)C)n(Cc3ccccc3)c2=O)no1	-14.4	0.1	2.9	1.7	4.1	6.2	7.7	-4.9	-0.1
O=C(Nc1ccc(-n2cnnn2)cc1)C(c1ccccc1)c1ccccc1	15.5	-0.2	4.8	-0.3	1.0	-1.9	4.6	0.0	1.7
COc1cc(-c2cc(=O)c3c(O)c(OC)c(OC)cc3o2)cc(OC)c1O	-6.2	0.1	11.5	7.8	-1.2	17.1	5.1	-2.0	2.5
Cc1ccc2oc(C(=O)NCC(c3ccco3)N3CCCC3)c(C)c2c1 (centres undefined)	1.3	0.2	-9.8	3.0	0.7	8.3	-10.3	-5.5	-3.7
CCCn1nc(NS(=O)(=O)c2ccccc2)c2cc3cc(C)ccc3nc21	2.6	0.0	8.3	1.2	-2.0	2.6	-11.5	-1.1	-0.8
CCOc1cc(C)c(Cl)cc1S(=O)(=O)NC1CC(C)(C)NC(C)(C)C1	9.4	-0.2	4.1	-1.9	-4.5	0.9	4.8	-0.6	-1.4
CCOc1cc(N2CCOCC2)c(OCC)cc1NC(=O)c1c(-c2ccccc2Cl)noc1C	5.8	0.0	2.5	0.6	0.4	14.4	1.3	0.5	-0.1
O=C(COC(=O)CC1CC2CCC1C2)Nc1c(F)cccc1F (centres undefined)	-0.1	-0.1	1.9	0.5	-3.1	-11.1	-1.3	-2.8	-28.8
O=C(c1cccnc1)N1CCN(Cc2cccc(F)c2)CC1	3.4	0.0	1.5	0.6	-4.8	14.0	-1.6	-2.4	-1.2
O=C(C1=C[C@@H](c2ccc3c(c2)OCO3)C[C@@H](OCCCCO)O1)N1CCN(Cc2ccc3c(c2)OCO3)CC1	-9.6	0.0	-5.7	2.1	-2.1	49.7*	0.1	-3.4	-2.2
O=C(NCc1ccc2c(c1)OCO2)C1CCCCC1	-6.0	0.1	7.2	-3.5	-0.4	10.0	0.4	-2.3	1.5
Oc1ccc(CCNc2c3ccccc3nc3ccccc23)cc1O	1.3	-0.1	-0.1	0.5	-0.6	10.6	-6.0	0.7	-1.3
Cc1ccc(C(=O)OCC(=O)N2CCOCC2)cc1	5.9	-0.1	3.0	2.8	-3.1	-1.8	-0.8	-0.7	-7.8
Cc1ccc2c(CN3CC(C)CC(C)C3)cc(=O)oc2c1C (centres undefined)	12.1	0.0	9.9	3.1	-4.0	37.6	5.5	-2.0	-1.2
COCCNC(=O)C(=O)N/N=C/c1ccc(C(=O)OC)cc1	-5.7	-0.2	-3.6	0.3	-2.2	-4.7	4.0	-2.8	-3.2
C1CCc2c(nnc3c2-c2nonc2CC3)C1	4.7	-0.1	-9.9	3.1	-0.2	-6.7	-0.5	-0.2	-1.9
COCCSc1nnc(NC(=O)C2CC(=O)N(c3ccc(Cl)cc3)C2)s1 (centres undefined)	-20.1	0.1	-1.2	3.3	-3.4	10.6	-2.3	6.5	-0.5
CS(=O)(=O)c1ccc(Cl)c(NC(=O)COC(=O)CCCN2C(=O)c3cccc4cccc(c34)C2=O)c1	-3.5	0.1	9.6	-0.9	-3.5	1.4	2.6	-6.7	-1.9
C=C[C@@H]1c2cc(C)ccc2N(S(=O)(=O)c2ccc(C)cc2)[C@H](c2ccccc2C(F)(F)F)C1(C#N)C#N	-9.0	0.2	.	3.4	.	1.8	.	1.9	.
CC(C)Oc1ccc(OCCSc2nc3ccccc3n2CC(=O)O)cc1	-6.1	0.1	-0.6	-0.3	-2.2	5.0	2.1	-1.0	-1.1
COc1cccc(CNC(=O)CCNS(=O)(=O)c2cccs2)c1	-1.0	0.0	-11.6	0.2	5.8	-4.7	-1.7	-3.2	-0.1
COC(=O)c1cc(S(=O)(=O)N2CCCCC2C)c[nH]1 (centres undefined)	3.8	0.0	7.1	0.9	2.0	-1.2	5.7	-4.6	-2.4
Cc1cccc(OCC(=O)O/N=C(\N)Cc2ccc([N+](=O)[O-])cc2)c1	2.3	0.0	7.6	1.1	-0.8	-5.3	-0.9	1.6	-25.3
CCCN(CC(=O)Nc1ccccc1C)C(=O)Cc1n[nH]c(=O)c2ccccc12	3.1	-0.1	.	2.3	.	-0.2	.	-3.5	.
COC(=O)c1cc(Br)ccc1OC(=O)c1cccnc1	-6.9	0.1	1.9	-1.4	-0.6	-15.2	-0.6	-3.0	1.9
Cc1ccc(N(CC(=O)NN=C2CCN(C)CC2)S(=O)(=O)c2ccc(C)cc2)cc1	4.2	0.1	-20.8	-0.6	2.8	-51.5	-1.4	-1.7	2.6
CCOC(=O)c1csc(-c2snnc2C)n1	-11.9	-0.1	1.7	1.5	-6.6	4.8	-0.5	-2.0	-0.3
